# NCI-60 one-dose screen, 48 h, at 10 µM unless noted. Numbers give growth in % (100 = growth as untreated, 0 = no growth, -100 = all killed).
# MALME-3M: MALME-3M melanoma; AID 1794766; actives 5.8% (n = 78,000)
# EKVX: EKVX NSCLC | actives 3% (n = 71,000)
# UACC-257: UACC-257 melanoma; actives 4.4% (n = 78,000); AID 1794764
# HOP-92: HOP-92 NSCLC cells. actives 6.3% (n = 71,000). AID 1794738
# M14: M14 melanoma | actives 6.2% (n = 80,000) | AID 1794745
# A549/ATCC: A549/ATCC NSCLC. actives 3.7% (n = 81,000)
# HOP-62: HOP-62 NSCLC | actives 3.9% (n = 80,000) | AID 1794735
# UACC-62: UACC-62 melanoma; actives 5.4% (n = 81,000); AID 1794756
# Active calls of the source: *; . = not tested or not shown; & = joins results of further samples; ! = a repeat was not active. Rule for the calls: active = growth percent below 10; inactive = the rest. Rows are unselected (roughly 10% active in at least one column).
SMILES,MALME-3M,EKVX,UACC-257,HOP-92,M14,A549/ATCC,HOP-62,UACC-62
CCOC(=O)/C=C/COC(=O)[C@@H]1CCCN1C(=O)CN,105,99,98,.,101,105,110,98
CCN(CC)CCCC(C)n1c2nc(=O)[nH]c(=O)c-2nc2cc(Cl)ccc21 (stereo not drawn),53,120,100,.,104,104,100,104
CCOC(=O)c1c(Nc2ccccc2)nn2c(-c3cccs3)ccnc12,89,89,108,.,92,95,94,85
Cn1c(N)c([C@H]2c3ccccc3Oc3c2c(=O)n(C)c(=O)n3C)c(=O)n(C)c1=O,109,94,107,101,99,90,80,96
CN1C(=O)C(Nc2ccc(C(=O)Nc3ccccc3)cc2)=C(c2ccc(Cl)cc2)C1=O,78,83,89,97,97,74,75,71
COc1c2c(c(CCC(=O)O)c3c1C=CC(C)(C)O3)OC(C)(C)C=C2,102,108,102,101,.,97,104,112
Oc1ccccc1N=Nc1ccc[nH]1,95,70,78,90,78,97,86,74
CCOC(=O)C(Nc1ccc(F)cc1)c1ccc(N(CC)CC)cc1 (stereo not drawn),97,.,99,89,99,93,104,43
CC(O)CN(Cc1cc(O)c(CN(CC(C)O)CC(C)O)cc1O)CC(C)O (stereo not drawn),100,.,113,125,105,115,102,96
Cn1cc(-c2cc(N)n3nc(-c4c[nH]c5ccc(Br)cc45)cc3n2)c2cc(Br)cnc21,-92*,-84*,-65*,-63*,-91*,-46*,-69*,-75*
COc1ccc(/C(C)=N/NC(=O)CSc2nc3ccccc3c(=O)n2Cc2ccc(S(N)(=O)=O)cc2)cc1OC,132,89,119,84,121,102,85,97
O=S(=O)(Cc1ccccc1)C(CCCc1ccccc1)S(=O)(=O)Cc1ccccc1,102,76,101,.,90,85,.,75
COc1ccc2c(O)cc3c(c2c1)[C@H](CCl)CN3C(=O)c1cc2cc(NC(=O)CCN3CCOCC3)ccc2[se]1,-88*,-59*,-47*,95,-71*,-30*,-80*,-76*
C[N+]1(C)CCCC(C#CC[N+]2(C)CCOCC2)C1 (stereo not drawn),100,89,74,81,88,77,66,101
O=c1cc(NC2CCN(CCCc3ccccc3)CC2)c2cc(Cl)ccc2o1,-30*,.,-32*,-26*,4.0*,0.7*,0.3*,9.8*
COc1ccc(C(=O)/C=C/c2cc(-c3ccc(OC)c(OC)c3)n[nH]2)cc1OC,-48*,.,12,-59*,18,-13*,-33*,16
COc1ccc(-c2nn(-c3cccc(Cl)c3)cc2-c2cc(-c3cccs3)nc(N)n2)cc1,87,101,109,99,102,103,.,97
N#Cc1ccc(C(F)(F)F)nc1N1CCC(C(=O)Nc2ccc(Cl)cc2)CC1,94,.,.,.,75,53,69,85
Cc1ccc(S(=O)(=O)OCCCl)cc1,109,101,99,94,101,105,106,104
O=C1C(SCc2ccc(F)cc2)=C(Cl)CN1c1ccccc1,96,97,101,88,94,105,102,93
C[C@H](NC(=O)c1ccc2c(-c3ccc(C(F)(F)F)cc3)cccc2c1)c1ccccn1,67,23,64,25,41,40,77,60
CC(C)c1ccccc1O,109,113,102,.,107,102,102,97
C=CCOC(=O)/C=C/C(=O)OCC=C,105,100,92,112,111,101,115,106
Cc1cc(C)c2[nH]c(=O)c3c4ccccc4[nH]c3c2c1,93,93,115,.,98,103,116,84
CC(C)(O)CCc1ccc(O)cc1,105,104,99,.,97,94,101,93
CC1(C[N+](=O)[O-])CCCC(=O)C1 (stereo not drawn),104,.,100,98,112,101,104,105
O=C(O)c1ccc(N2C(=O)c3ccccc3C2=O)cc1[N+](=O)[O-],90&99,112,100&103,87,100&105,97&100,99&108,106&106
COc1cccc(C(=O)O)c1OS(=O)(=O)c1ccc(C)cc1,99,.,93,82,106,95,101,103
Cc1ccc(N=NN(C)C)cc1,97,83,.,142,86,.,78,103
O=S(=O)(NCCNc1nccc(-c2cn(-c3ccccc3)nc2-c2ccc(Cl)c(O)c2)n1)c1cccc(F)c1,113,94,.,.,106,83,.,83
COc1ccc(/C=C2\N=C(C)N(CCc3ccc(S(=O)(=O)NC(=S)NCc4ccccc4)cc3)C2=O)cc1,82,39,73,49,96,59,84,63
CCCCCCCCCCOC(=O)c1nn(C(C)=O)c2ccccc12,90,95,98,63,104,95,104,101
CC(C)NC(=O)c1cc(NCc2cc(O)ccc2O)ccc1O,105,110,94,120,111,101,107,91
CN1C(=O)c2ccc(NC(=O)COc3cccc4ccccc34)cc2C1=O,119,159,124,83,111,108,123,106
NC(CS)C(=O)NNc1n[nH]c(=S)n1N (stereo not drawn),95,104,105,95,93,106,99,101
C/C(=N/NC(N)=S)c1sc(Nc2ccc(C)cc2)nc1C,120,108,110,108,105,106,102,98
NS(=O)(=O)c1ccc(Nc2nc(N3CCOCC3)c3ncccc3n2)cc1,90,93,116,91,105,89,88,102
C/C=C\C(=O)OC,100,.,.,.,98,99,87,104
COc1ccccc1-n1c(-c2sc(NC(C)=O)nc2C)n[nH]c1=S,104,68,114,105,99,104,.,98
COc1ccc2[nH]cc(/C=C3/C(=O)Nc4ccc(F)cc43)c2c1,.,77,100,.,98,72,105,74
N#Cc1c(Nc2ccccc2)nn2c(-c3ccc([N+](=O)[O-])cc3)ccnc12,104,100,95,.,106,94,109,93
O=C(/C=C/c1ccccc1)c1ccc(B(O)O)cc1,95,101,111,92,112,98,98,.
O=C1CCCc2cc(OCC(=O)N3CCCCC3)ccc2N1,102,104,111,.,116,113,105,105
Cc1ccc([C@@H]2C[C@@H]3Cc4cc(Cl)ccc4N2O3)o1,96,92,106,81,105,92,.,103
CCOC(=O)c1ncc(-c2ccc(C(F)(F)F)cc2)c(NCc2cc(C(F)(F)F)cc(C(F)(F)F)c2)n1,95,.,90,43,102,91,90,84

# 7 compounds from above, limited to UACC-257 and EKVX:
molecule | UACC-257 | EKVX
COc1ccc(/C=C2\N=C(C)N(CCc3ccc(S(=O)(=O)NC(=S)NCc4ccccc4)cc3)C2=O)cc1 | 73 | 39
CCCCCCCCCCOC(=O)c1nn(C(C)=O)c2ccccc12 | 98 | 95
CC(C)NC(=O)c1cc(NCc2cc(O)ccc2O)ccc1O | 94 | 110
CN1C(=O)c2ccc(NC(=O)COc3cccc4ccccc34)cc2C1=O | 124 | 159
NC(CS)C(=O)NNc1n[nH]c(=S)n1N (stereo not drawn) | 105 | 104
C/C(=N/NC(N)=S)c1sc(Nc2ccc(C)cc2)nc1C | 110 | 108
NS(=O)(=O)c1ccc(Nc2nc(N3CCOCC3)c3ncccc3n2)cc1 | 116 | 93

# Fetched by compound from the entries so far, three records:
SMILES,MALME-3M,EKVX,UACC-257,HOP-92,M14,A549/ATCC,HOP-62,UACC-62
COc1ccc(/C=C2\N=C(C)N(CCc3ccc(S(=O)(=O)NC(=S)NCc4ccccc4)cc3)C2=O)cc1,82,39,73,49,96,59,84,63
COc1ccccc1-n1c(-c2sc(NC(C)=O)nc2C)n[nH]c1=S,104,68,114,105,99,104,.,98
Cc1ccc([C@@H]2C[C@@H]3Cc4cc(Cl)ccc4N2O3)o1,96,92,106,81,105,92,.,103

# Remaining list, next part.
SMILES,MALME-3M,EKVX,UACC-257,HOP-92,M14,A549/ATCC,HOP-62,UACC-62
O=C(OCCOC(=O)N1CCOCC1)N1CCOCC1,99,99,101,.,108,98,108,102
c1ccc2c(c1)Nc1nc3ccccc3nc1N2,.,69,104,100,125,102,106,108
CCCCCCCCCCCCCC/C=C\C(CC(=O)O)C(=O)O (stereo not drawn),123,140,107,106,103,103,105,100
OC(c1cccc(OCc2ccccc2)c1)c1nnc(-c2ccccc2)o1 (stereo not drawn),92,77,94,81,105,95,107,62
O=[P@@]1(c2ccccc2)O[C@H](COCc2ccccc2)[C@@H](OCc2ccccc2)[C@H](OCc2ccccc2)[C@H]1NCc1ccccc1,-7.6*,18,23,.,15,13,54,24
Cc1noc(C)c1C(=O)Nc1n[nH]c2ccccc12,102,73,117,.,83,108,78,94
Cn1cc(-c2cc(N)n3nc(-c4c[nH]c5ccccc45)cc3n2)c2cc(Br)ccc21,-77*,-86*,-80*,-75*,-66*,-50*,-77*,-69*
CC(=O)c1c(C)nc2ccccc2c1/C=C/c1cccc(C)c1,83,72,73,60,46,44,61,48
O=C(Nc1cccc(Cl)c1)c1cc2ccccc2cc1O,-9.9*,16&10,-16*,-33*,18&48,9.3*!,15&38,18&14
Cc1ccc(-c2csc(N/N=C/c3c(C)nn(-c4ccccc4)c3-n3ccnc3)n2)cc1,81,65,75,42,87,63,103,87
CC(C)C1=C[C@@]23CC[C@H]4C(C)(C(=O)O)CCC[C@]4(C)[C@H]2C[C@@H]1C1=C3C(=O)C=CC1=O (stereo partly drawn),99,107,99,111,105,95,95,94
CCC(N)(CO)CO,114,101,97,66,96,100,100,103
N#CC1=C(N)Oc2c(ccc3ccccc23)C1c1ccc(Br)cc1 (stereo not drawn),117,82,109,91,107,108,83,90
COc1cc2c(cc1OC)C(CNC(=O)/C=C/c1ccccc1)C2 (stereo not drawn),125,128,111,.,133,105,105,96
C=C(CC(=O)OCCCC)C(=O)OCCCC,115,115,100,87,103,104,91,111

# Entries above that contain a nitro group on carbon:
SMILES,MALME-3M,EKVX,UACC-257,HOP-92,M14,A549/ATCC,HOP-62,UACC-62
CC1(C[N+](=O)[O-])CCCC(=O)C1 (stereo not drawn),104,.,100,98,112,101,104,105
O=C(O)c1ccc(N2C(=O)c3ccccc3C2=O)cc1[N+](=O)[O-],90&99,112,100&103,87,100&105,97&100,99&108,106&106
N#Cc1c(Nc2ccccc2)nn2c(-c3ccc([N+](=O)[O-])cc3)ccnc12,104,100,95,.,106,94,109,93

# Continuation.
SMILES,MALME-3M,EKVX,UACC-257,HOP-92,M14,A549/ATCC,HOP-62,UACC-62
Cc1nn(-c2ccccc2)c2nc(CCl)[nH]c(=O)c12,103,99,98,117,99,98,98,96
CCOC(=O)c1sc2ncc(-c3ccc(C)cc3)n2c1C,84,88,98,84,87,97,88,73
COc1ccc(-c2cc(NC(=O)Nc3nccs3)no2)cc1,81,95,108,64,102,96,105,89
Cc1cn(CC(C)C)c(=O)n(-c2ccccc2)c1=O,107,107,103,87,107,106,95,104
CC1=CCC(OC(=O)C(C)(C)CC(O)(C(C)O)C(O)C2(C)C=CC(Cc3ccc(C(C)C)cc3)(C(C)C)CC2)(C(C)C)CC1 (stereo not drawn),92,98,99,85,96,98,99,86
COc1ccc(-c2cc(Cc3cccs3)c(=O)n(CN3CCN(C)CC3)n2)cc1,103,84,111,.,95,110,86,87
COc1ccc(Cc2nnc(SCC(=O)c3ccc(Cl)cc3)n2Cc2ccccc2)cc1,97,.,93,62,.,84,89,86
CC1C(c2ccccc2)OCCN1C(N)=S (stereo not drawn),118,.,83,106,99,90,97,100
NS(=O)(=O)c1ncsc1-c1ccccc1,102,99,100,105,98,100,97,97
CN1CCN(CCCCN2C(=O)COc3ccccc3C2=O)CC1,110,99,94,94,102,89,105,100
O=C(O)c1ccc(-n2cc(/C=N/Nc3ccc(Cl)cc3)c(-c3ccc(F)c(F)c3)n2)cc1,36,60,99,82,58,79,107,39
Cc1sc2nc(NCCc3cccs3)[nH]c(=O)c2c1C,99,85,72,93,83,59,68,63
Cc1ccc(C(=O)NCCNc2nccc(-c3c(-c4cccc(F)c4)nc4sccn34)n2)cc1,47,39,75,75,44,31,86,24
COc1ccc(C2c3ccc4ccccc4c3Oc3ncn(CCCN(C)C)c(=N)c32)cc1 (stereo not drawn),107,.,92,104,92,84,97,106
O=C(c1ccc(OCCN2CCCCC2)cc1)c1c(-c2ccc(OS(=O)(=O)C3CCCCC3)cc2)sc2cc(OS(=O)(=O)C3CCCCC3)ccc12,97,81,86,73,94,84,100,89
CC(=O)Nc1cccc(Oc2c(/C=N/NC(=O)Cn3c(=O)sc4ccccc43)c(C)nn2-c2ccccc2)c1,81,88,79,90,97,85,85,87
O=c1cc(CO)[nH]c(=O)[nH]1,.,.,95,98,104,105,122,97
CSc1nnc(-c2cnn3c2NC(c2ccccc2)C3)n1-c1ccccc1 (stereo not drawn),99,96,103,66,84,93,89,84
CCCCCCCCCCCCCCCCCC1=Nc2cc(C)c(C)cc2NC(=O)C1,91,.,97,88,98,100,94,109
CN1CCN(Cn2nc(-c3cc(F)c(Cl)cc3Cl)n(/N=C/c3ccc(Cl)cc3)c2=S)CC1,124,107,90,78,93,98,97,144
O=C(CCCC(O)(C1CC1)C1CC1)C1CC1,104,.,98,72,109,102,108,102
COc1cc2c(cc1OC)N(CCO)C1=C(C(=O)OC1)C2c1ccccc1 (stereo not drawn),.,101,.,.,97,107,110,99
COc1cccc(-c2nc3occn3c2-c2ccnc(NCCCNS(=O)(=O)c3cccc4ccccc34)n2)c1,96,84,89,84,77,82,113,66
Oc1ccc(OCc2ccccc2)cc1,72&79&96,97&89,108&94&110,82&84,87&72&95,102&85&94,91&79&108,76&91&102
CCc1ccc2c(c1)C1(Oc3c(OC)cccc3C3CC(c4ccc(Br)cc4)=NN31)C(=O)N2 (stereo not drawn),93,79,105,96,108,105,104,99
CC(C)N=C=NC(C)C,102,.,85,103,102,99,105,99
CC(N)S(=O)(=O)O (stereo not drawn),92,96,96,129,92,95,97,87
CS(=O)(=O)c1ccc(-c2cnc(N)c(-c3ccc(C(F)(F)F)nc3)n2)cc1,113,120,115,100,119,100,119,118
c1cc2n(c1)CCc1cnc(NC3CCCC3)nc1-2,92,96,107,90,99,98,.,94
O=C(O)CN1C(=O)C=CC1=O,98,.,115,111,106,108,107,103
COc1cc(C2Cc3cnccc3-c3[nH]c(=O)c4ccncc4c32)cc(OC)c1OC (stereo not drawn),111,97,105,101,98,40,84,90
COc1ccc(Nc2nc(-c3cc(O)c(C)c(C)c3O)cs2)cc1,95,89,98,91,76,58,70,69
COc1ccc(C(C)=O)c(OC)c1,110,114,98,76,108,105,103,96
O=S(=O)(NCCNc1cc(-c2cn(-c3ccccc3)nc2-c2cccc(O)c2)ccn1)c1ccccc1,76,73,.,49,54,46,78,.

# Bioassay records as filed in PubChem BioAssay.
